Shn3 3UTR inh = Schnurri-3 reporter inhibition in Clone20 osteoblasts; inhibition, % at 12.5 µM; Clone20 osteoblast Shn3 3'UTR firefly luciferase, 24 h; AID 588674; 360,000 compounds, 0.52% hits;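 active = mean inhibition of at least 75% with every replicate also reaching 75%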;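 note: 0% = median of neutral control wells and 100% = pilot-screen positive control compound; some compounds past the cut are filed as inactive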
CF NFkB block = inhibitors of cystic fibrosis induced NF-kB. 360,000 compounds, 0.86% hits. KKLEB NF-kB-GFP reporter, PAF-induced, GFP fluorescence overnight. AID 588850. inhibition, % at 5 µM;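 active = at least 50% inhibition at 5 µM, scaled per plate between neutral and stimulator controls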;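 note: PAF is a Pseudomonas aeruginosa culture filtrate used as stimulus; plate controls were PAF-stimulated DMSO wells for no effect and unstimulated DMSO wells for full effect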
KKLEB tox = reduces viability of KKLEB cystic fibrosis airway cells; KKLEB CF airway cells viability, ATPlite luminescence, overnight; hits give low values; cells stimulated with P. aeruginosa culture filtrate; activity change (cytotoxicity), % at 5 µM; 360,000 compounds, 0.36% hits;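 active = corrected activity change at or below -50% at 5 µM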
TROY signal inh = TROY signaling inhibition; Q293 LMP1-TROYcd NF-kB luciferase reporter, 4 h; inhibition, % at 10 µM; 360,000 compounds, 0.98% hits; AID 1347056;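 active = compounds whose plate-normalised and pattern-corrected inhibition of the luciferase reporter signal at the single screening dose is 50% or more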
NCOA1 inh = human NCOA1 inhibition. Q15788. HEK293 GAL4-SRC1 luciferase reporter, luminescence. inhibition, % at 3.6 µM. 360,000 compounds, 0.12% hits. AID 588354;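 active = inhibition above the campaign mean plus 3 SD, with each screening campaign given its own cutoff, cut at about 60% in these data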;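 note: 0% = DMSO treated cells and 100% = gossypol at 36 µM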
LRH-1 inv ag = suppresses constitutive activity of human LRH-1 | HEK293T StAR-luciferase reporter, LRH-1 transfected, 24 h | inhibition, % at 3.6 µM | 360,000 compounds, 0.13% hits;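 active = inhibition above the mean inhibition of all tested compounds plus 3 SD, cut at about 73% in these data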;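 note: 0% = DMSO wells and 100% = reporter-only cells lacking LRH-1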
TWEAK Fn14 block = TWEAK-Fn14 signaling inhibition; 360,000 compounds, 2% hits; TWEAK-stimulated Fn14 reporter cells, luciferase luminescence, 8 h; AID 1159606; inhibition, % at 10 µM; in the data active = inhibition above about 50%
SRC3 inh = inhibits human SRC3 coactivator; HEK293 GAL4-SRC3 luciferase reporter, luminescence; inhibition, % at 3.6 µM; 360,000 compounds, 0.17% hits;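 active = inhibition above a per-campaign cutoff, the mean of all compounds plus 3 SD, cut at about 60% in these data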;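 note: 0% = DMSO-treated cells and 100% = gossypol-treated cells at 36 µM; higher means less SRC3-driven luciferase light from the GAL4 reporter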
Target sequence (Q9Y6Q9 whole entry, looked up, the tested form may be a part): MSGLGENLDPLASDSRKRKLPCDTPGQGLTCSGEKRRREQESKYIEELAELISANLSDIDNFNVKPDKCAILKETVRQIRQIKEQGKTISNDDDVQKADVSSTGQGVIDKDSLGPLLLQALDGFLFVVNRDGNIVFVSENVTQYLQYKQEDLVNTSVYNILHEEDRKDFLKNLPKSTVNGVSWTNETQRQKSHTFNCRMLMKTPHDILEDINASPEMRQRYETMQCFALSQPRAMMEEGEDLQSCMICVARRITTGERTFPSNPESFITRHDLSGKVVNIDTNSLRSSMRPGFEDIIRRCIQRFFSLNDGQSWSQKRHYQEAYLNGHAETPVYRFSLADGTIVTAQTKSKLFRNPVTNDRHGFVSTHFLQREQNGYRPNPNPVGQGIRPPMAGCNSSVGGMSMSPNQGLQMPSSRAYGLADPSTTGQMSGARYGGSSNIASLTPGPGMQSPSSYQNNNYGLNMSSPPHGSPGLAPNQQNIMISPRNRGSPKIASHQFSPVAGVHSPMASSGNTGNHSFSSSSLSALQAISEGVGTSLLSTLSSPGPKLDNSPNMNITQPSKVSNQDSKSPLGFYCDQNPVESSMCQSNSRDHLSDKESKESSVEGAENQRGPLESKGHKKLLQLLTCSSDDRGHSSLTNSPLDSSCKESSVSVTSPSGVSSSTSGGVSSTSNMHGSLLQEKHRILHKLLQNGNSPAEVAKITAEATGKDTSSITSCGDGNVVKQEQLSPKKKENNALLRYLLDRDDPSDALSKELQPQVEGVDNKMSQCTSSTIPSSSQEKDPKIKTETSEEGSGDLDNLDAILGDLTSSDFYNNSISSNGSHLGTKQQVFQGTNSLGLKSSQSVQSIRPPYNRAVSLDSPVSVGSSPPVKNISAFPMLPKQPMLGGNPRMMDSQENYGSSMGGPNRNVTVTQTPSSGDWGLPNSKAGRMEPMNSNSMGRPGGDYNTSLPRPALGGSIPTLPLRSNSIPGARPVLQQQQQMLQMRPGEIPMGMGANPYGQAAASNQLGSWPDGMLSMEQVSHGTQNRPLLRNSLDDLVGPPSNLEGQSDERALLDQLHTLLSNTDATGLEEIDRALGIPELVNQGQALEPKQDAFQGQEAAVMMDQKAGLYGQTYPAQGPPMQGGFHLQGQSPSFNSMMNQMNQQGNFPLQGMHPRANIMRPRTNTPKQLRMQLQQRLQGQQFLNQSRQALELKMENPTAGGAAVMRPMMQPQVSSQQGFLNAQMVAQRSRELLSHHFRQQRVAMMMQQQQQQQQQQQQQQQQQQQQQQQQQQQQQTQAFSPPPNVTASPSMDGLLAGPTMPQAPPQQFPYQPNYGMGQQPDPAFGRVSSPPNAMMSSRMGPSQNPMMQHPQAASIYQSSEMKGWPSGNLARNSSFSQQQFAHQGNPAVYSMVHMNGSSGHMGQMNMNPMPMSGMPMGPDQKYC
COUP-TFII inh = inhibitors of human COUP-TFII (NR2F2) | P24468 | HEK293T NGFI-A luciferase reporter, luminescence | inhibition, % at 8.6 µM | 370,000 compounds, 0.7% hits;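 active = inhibition above a per-plate cutoff, mean inhibition of test wells between control levels plus 3 SD, cut at about 38% in these data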;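 note: cells cotransfected with COUP-TFII expression vector driving the NGFI-A reporter; 0% = median of COUP-TF2 test wells and 100% = reporter-only cells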
TRAIL sens C8 = caspase-8 TRAIL sensitization. inhibition (viability loss, TRAIL sensitization), % at 10 µM. 360,000 compounds, 1% hits. NB7+C8 cells + TRAIL, ATPlite viability luminescence. AID 624354;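 active = compounds causing at least 50% loss of cell viability in the single-dose screen, relative to plate controls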
EBV LMP1 NFkB = Epstein-Barr LMP1 NF-kappaB reporter inhibition. inhibition, % at 12.5 µM. AID 504558. LMP1-induced NF-kappaB luciferase reporter cells, luminescence. 350,000 compounds, 0.69% hits; in the data active = inhibition above about 41%;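 note: 0% = neutral control wells and 100% = reference inhibitor control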
An asterisk follows results filed as active; . = no result given.

Compound,LRH-1 inv ag,NCOA1 inh,TRAIL sens C8,COUP-TFII inh,Shn3 3UTR inh,CF NFkB block,EBV LMP1 NFkB,TROY signal inh,TWEAK Fn14 block,KKLEB tox,SRC3 inh
O=C(NCc1ccccc1Cl)C1CCC(=O)N(C2CCCC2)C1 (stereo not drawn),5,20,-14,-18,-12,18,-1,-2,-14,0,5
CCOc1cc2c(cc1/C=C/C(=O)O)OC(C)C2 (stereo not drawn),-10,-16,6,-2,1,-10,6,-14,5,4,27
COc1ccc(-c2nc(CSCC(=O)NCc3ccco3)c(C)o2)cc1,36,21,14,.,18,15,4,30,69*,-10,33
COC(=O)CN(c1cccc(F)c1)S(C)(=O)=O,-16,2,3,-6,-7,-7,10,-25,2,5,0
Clc1ccc(OCc2nc(-c3ccccn3)no2)c(Br)c1,-144,-87,52*,-10,-12,-25,6,24,67*,-32,-88
CCOC(=O)c1ccccc1NC(=O)CSc1nc2ccccc2c(=O)n1CCCN1CCOCC1,-18,0,-1,1,-13,6,-17,-1,-10,-12,-9
CCCNc1c(NS(=O)(=O)c2ccc(C)c(C)c2)c(=O)oc2ccccc12,-9,19,-11,4,14,-2,5,2,9,-9,20
CC(NC(=O)C1CCN(S(=O)(=O)c2ccc3c(c2)NC(=O)CO3)CC1)c1ccccc1 (stereo not drawn),0,-13,-5,-7,-8,-22,2,-13,-5,16,6
O=c1[nH]n2c(=O)c3c([nH]c2c1N=Nc1cccc(C(F)(F)F)c1)CCCC3,-3,-1,-11,-22,-13,-7,5,4,16,-6,-13
Cc1ccc(NC(=O)N2CCC(O)(c3cccnc3)CC2)cc1,-8,-14,13,-7,5,-3,-2,-20,13,6,3
CCOC(=O)C1=C(CS(=O)(=O)c2ccccc2)NC(=O)NC1c1ccccc1OCC (stereo not drawn),5,-8,-4,-50,-2,-8,-3,-6,11,-3,-3
O=C(NC(c1ccc(-c2ccccc2)cc1)c1cnccn1)C1CCN(Cc2cccs2)CC1 (stereo not drawn),26,-6,-1,8,-3,-12,.,7,4,4,0
COc1ccc(NC(=O)C2C3C=CC4(O3)C2C(=O)N(CCCN2CCCC(C)C2)C4C(=O)NC2CCCCC2)cc1 (stereo not drawn),-6,-17,6,-5,28,-13,0,8,11,0,8
COC(=O)C1C(=O)NC(SC)=C(C#N)C1c1ccccc1F (stereo not drawn),-14,0,5,-3,-17,-13,2,-10,26,8,-9
CCc1cc(Cn2nc(-c3ccccc3)cc2C(=O)NCCOC)on1,7,-18,8,6,-2,-28,6,2,1,-11,-19
CS(=O)(=O)Nc1ccc(OCc2ccccc2)cc1,-43,-60,12,-19,-80,12,-16,-21,-17,3,-67
COc1ccc(C2/C(=C(\O)c3ccc4c(c3)OCCO4)C(=O)C(=O)N2Cc2cccnc2)cc1 (stereo not drawn),-8,-3,-14,-6,2,-4,-4,-20,-18,12,8
COc1cc(CO)cc(Br)c1OCC(=O)O,-50,-29,-5,5,-6,12,2,-4,0,-5,-5
CC(=O)c1c(C)[nH]c(C(=O)COC(=O)c2cccnc2Cl)c1C,7,-25,-18,-3,-26,0,-11,-35,-18,8,4
Cc1ccc(CN2CCN(/N=C/c3cccn3C)CC2)c(C)c1,3,-14,-2,-10,13,-7,6,16,-13,20,-13
Cc1nnc(Sc2nc3c(c(=O)[nH]c(=O)n3C)n2Cc2ccccc2)s1,-19,12,7,14,7,12,4,-6,-1,5,5
CN(C)CCC(Oc1ccccc1OCc1ccccc1)c1ccccc1 (stereo not drawn),-4,-5,23,-2,2,19,-10,-18,-33,-17,22
CCOc1cc(C(=O)Nc2ncccn2)cc(OCC)c1OCC,11,-8,-5,-13,-5,1,3,-3,-2,7,13
CSc1nc(S(=O)(=O)c2ccccc2)c(Cl)s1,-3,5,1,-11,-12,16,13,1,1,-3,2
COc1ccc(C)cc1NC(=O)CC(NC(C)=O)c1ccccc1 (stereo not drawn),-9,-7,-3,-9,4,0,3,7,8,6,8
Cc1cccc(C(C)C)c1NC(=O)c1c(-c2ccccc2)noc1C,0,-1,7,2,26,22,-2,3,7,-9,-18
COc1ccc(NC(=O)C2CCCN2S(=O)(=O)c2ccc3c(c2)CCC(=O)N3)c(OC)c1 (stereo not drawn),-13,-10,-7,-19,-4,-8,-5,-2,0,-2,-10
Cc1cccc(NC(=O)CCN2CC(C)OC(C)C2)c1 (stereo not drawn),-3,1,3,-2,-4,5,-4,-29,-13,4,-17
COc1ccc(/C=N/N=C2/NC(=O)C(CC(=O)O)S2)cc1OCc1ccc(Cl)cc1 (stereo not drawn),8,3,-8,-12,-14,0,5,3,1,6,12
O=C(NC(=S)NCCc1ccccc1)c1ccco1,-16,-27,0,-32,-28,8,-12,-50,-23,-2,-32
NC(N)=NN=C1CCCCCCCCCCC1,-18,2,5,-4,.,-15,8,-8,13,2,-6
Cc1ccc2c(COC(=O)c3c(C)noc3C)cc(=O)oc2c1,-29,-4,6,-16,5,13,-2,-36,18,-4,8
COc1cc(C(=O)Nc2ccc(S(=O)(=O)Nc3cc(C)nc(C)n3)cc2)cc(OC)c1OC,8,7,-5,16,6,19,-1,8,0,6,20
O=C(O)C1(c2ccccc2)CCN(S(=O)(=O)c2cccc(Cl)c2)CC1,4,3,8,9,6,10,-2,-7,21,-3,13
CCOCCCNS(=O)(=O)c1ccc(NC(=O)c2ccccc2)cc1,2,4,5,13,32,13,16,13,-5,2,7
Cc1ccnc(NC(=S)NC(=O)c2cncc(Br)c2)c1,-10,-15,-4,-18,-120,5,-16,-47,-4,4,-22
C[C@@H]1CN([C@H](C)CO)C(=O)c2cc(Br)cnc2O[C@H]1CN(C)C,16,-2,-12,-1,-8,10,-1,12,17,1,-2
O=C(CSC1=Nc2ccccc2C2=NC(c3ccccc3)C(=O)N12)NCC1CCCO1 (stereo not drawn),2,0,-17,.,-1,-1,5,-11,-22,2,-5
CCc1nc2ccc(C(=O)N3CCN(S(=O)(=O)CC)CC3)cn2c1N(CC)Cc1cccc(Br)c1,21,8,-3,14,-2,-8,.,-1,6,-21,0
Cc1occc1C(=O)NNC(=O)c1cccc(F)c1,-1,-11,-10,15,-17,2,2,-14,-30,9,4
CC(=O)c1ccc(S(=O)(=O)Nc2ccc(C(=O)N3CCC3)cc2)cc1,10,-7,5,0,-11,6,-12,2,-4,4,26
CC(=O)NC(CC(=O)OCC(=O)N1CCc2ccccc21)c1ccccc1 (stereo not drawn),-11,-6,-6,21,-10,-2,-5,11,8,-6,-11
COc1ccc(C(=O)NCC2CCCO2)cc1S(=O)(=O)N1CCCc2ccccc21 (stereo not drawn),7,4,-12,-3,4,8,0,21,18,-9,14
CN(C(=O)c1ccc(S(=O)(=O)N2CCCC2)cc1)C1CCCCC1,8,-1,-22,-5,-19,2,-12,-2,1,-6,-13
COC(=O)CN1C(=O)N/C(=C/c2ccc(OC)c(C)c2OC)C1=O,0,-5,1,1,3,-17,7,-23,5,-5,6
Cc1ccc(C(=O)OCC(=O)NC2CCCC(C)C2C)s1 (stereo not drawn),-14,1,-6,22,-18,6,0,-19,-5,-9,-12
COc1ccccc1NC(=O)CNC(=O)c1ccc([N+](=O)[O-])cc1,-1,-5,-6,-4,-3,-13,2,-26,-4,5,-9
CS(=O)(=O)c1cnc2c(S(=O)(=O)c3ccccc3)cnn2c1N,4,4,0,6,-17,5,-3,7,-3,-7,18
CC(C)(C)S(=O)(=O)N1C[C@H]2CC/C=C\C/C(c3ccccc3)=C\2[C@@H]1CCO,22,10,-8,-14,-7,5,-16,13,-5,4,8
CC(=O)c1c(C)[nH]c(C(=O)COC(=O)c2nccnc2N)c1C,-10,2,-8,12,7,28,3,-10,0,-11,-5

Carrying on:
Compound,LRH-1 inv ag,NCOA1 inh,TRAIL sens C8,COUP-TFII inh,Shn3 3UTR inh,CF NFkB block,EBV LMP1 NFkB,TROY signal inh,TWEAK Fn14 block,KKLEB tox,SRC3 inh
c1ccc2c(c1)NC(c1ccncc1)n1c-2nc2ccccc21 (stereo not drawn),-51,-33,13,-26,-1,17,-4,-17,-38,-9,-64
CN(Cc1cnn(C)c1)Cc1nc(-c2ccc(Cl)cc2)no1,12,-53,1,-25,-11,-6,-1,-15,-3,-8,-17
CC(NC(=O)COC(=O)COc1cccc2c1OC(C)(C)C2)c1ccccc1 (stereo not drawn),10,-24,-13,18,3,-4,0,-13,0,8,14
C[C@@H]1CN([C@@H](C)CO)S(=O)(=O)c2ccc(Br)cc2O[C@H]1CN(C)C(=O)C1CCOCC1,-8,13,-8,-4,-5,-25,-4,-8,-4,3,1
COc1ccc(C2C(C(=O)N3CCCC3)CC(=O)N2c2ccc(OC)cc2)cc1 (stereo not drawn),-11,-14,-13,-2,-17,0,8,-2,-5,-8,-7
C/C(=N/NC(=O)CNC(=O)c1cccnc1)c1ccc(Cl)cc1,-5,-2,14,-14,11,-3,-15,4,1,3,-13
CCOC(=O)c1sc(Nc2ccc(OCC)cc2)nc1C,-6,-22,-4,-2,-7,16,-6,-28,0,7,8
Cn1c(=NC(=O)CSCC(=O)N2CCCC2)sc2ccccc21,-19,-8,-8,2,2,-13,-6,-12,13,-3,13
N#Cc1nc(-c2ccco2)oc1N1CCC(C(N)=O)CC1,-9,3,-6,-9,-10,10,0,3,-14,-5,3
COc1ccccc1C(=O)c1c(C)c(CCC#N)n2ccccc12,12,-10,9,10,-2,-6,0,11,2,-3,-14
O=C(CCN1C(=O)c2ccccc2C1=O)Nc1cccc(S(=O)(=O)NC2=NCCC2)c1,10,-21,-4,-17,-10,-6,-6,-9,23,16,9
CCC(C(=O)NC1CCCCC1)N(Cc1cccs1)C(=O)CCC(=O)Nc1cc(C)on1 (stereo not drawn),28,9,-2,16,-11,11,17,-6,0,-12,14
Cc1ccc(C)c(CSC2=NCCN2C(=O)Cc2ccc([N+](=O)[O-])cc2)c1,9,9,-2,-11,12,5,9,5,-12,0,2
CCCS(=O)(=O)N1CCN(C(=O)c2ccccc2F)CC1,0,-16,-19,6,7,5,-4,10,4,-2,11
CSc1ccccc1C(=O)OCC(=O)Nc1ccc(N2CCOCC2)cc1,12,6,11,-2,-3,12,0,17,-6,-8,-5
Cc1noc(C)c1CSc1nc2sc(C)c(C)c2c(=O)n1C1CCCC1,18,11,11,-5,33,19,3,21,-1,-5,0
COc1ccc(N2CCN(C(=O)c3cn(C)c4ccc(S(=O)(=O)N5CCOCC5)cc4c3=O)CC2)cc1,3,-8,7,0,0,-20,3,-6,-1,-3,9
CC(=O)Nc1cc2nn(-c3ccccc3)nc2cc1Cl,-80,-99,43,-49,-34,-17,-18,-27,28,-2,-67

Screens as filed in PubChem BioAssay.

Only part of the results is shown (hit frequency here may not be typical).
